Peg3 imprint – inducers of genomic imprint erasure in mouse ES cells. mouse ES Peg3-LacZ reporter, beta-gal luminescence, 40 h. AID 1948. actives 0.02% (n = 110,000). Potency, µM (top dose mostly 60.7 µM), inactives show at the highest dose activity change, positive = activation, usual class: activators;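 further: 0% = negative control wells on the plate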
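Imprint erasure is scored as LacZ activity from the silenced maternal Peg3 allele in feeder-free female ES cells cultured 40 h with LIF. Luminescence is normalized to in-plate negative controls and fitted to the Hill equation.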
IkB sig inh – suppresses IkB signaling in ABC-DLBCL reporter cells; ABC-DLBCL IkBa-CBG/CBR dual luciferase ratio, 4 h; response scale: scaled: untreated 0%, proteasome inhibitor 100%; AID 445; actives 0.04% (n = 110,000); Potency, µM (doses to about 57.1 µM), for the others: top-dose IkBa stabilization activation; active means well fitted curve in the direction sought with a large enough effect in the signal ratio, not every such curve was filed as active; inconclusive means small, poorly fitted or top-dose-only effect, or a change in a side signal; the % refers to the signal ratio;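 further: the direction sought is a rising ratio; 0% = basal untreated cells and 100% = reference inhibitor full response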
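Luminescence ratio of IκBα-fused green versus native red beetle luciferase in OCI-Ly3 cells, 4 h post-doxycycline with compound; red signal alone, scaled from basal (0%) to zero light (-100%), flagged nonspecific or cytotoxic effects.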
p53ts 39C kill – cytotoxicity in p53ts cells at nonpermissive temperature; H1299-p53A138V viability at 39C, ATP luminescence, 24 h; Potency, µM (doses to about 46.1 µM), for inactives: top-dose activity change, negative = cell killing, actives largely listed as cytotoxic; actives 1.5% (n = 130,000); further: nearly all actives have a fitted effect of over 55% in size
p53ts 32C kill – cytotoxicity in p53ts cells at permissive temperature. H1299-p53A138V at 32C, ATP luminescence viability, 24 h. Potency, µM (titrated, usually from 46.1 µM), inactives show at the top dose activity change, negative = cytotoxicity, hits mostly cytotoxic. actives 0.93% (n = 130,000). AID 924;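 further: 0% = DMSO and -100% = full killing by reference compound; nearly all actives have a fitted effect of over 55% in size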
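Viability by ATPlite luminescence after 24 h compound treatment (up to 46 uM) at the permissive 32C. Cells are H1299 carrying p53 A138V. Scale runs from DMSO basal to 100 uM tamoxifen as full kill; AC50 from Hill fits.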
* hit, by the source's call; ? = inconclusive; · = no result given; [ ] = dose if it differs, or a comment. Unless noted, the call rests on the fitted dose curve; in most records, active means well fitted curve in the direction sought with a large enough effect; inconclusive means small, poorly fitted or top-dose-only effect, or another doubt; inactive means no such curve, though single readings can be large; an effect the other way counts as inactive or inconclusive. Unless noted, on the % scale 0 is the no-effect control and ±100 the full control effect; potency means the concentration at half of the fitted maximal effect.

structure | Peg3 imprint | IkB sig inh | p53ts 39C kill | p53ts 32C kill
CCOc1ccc(NC(=O)c2c(NC(=O)c3ccco3)sc3c2CCC(C(C)(C)C)C3)cc1 (stereo unspecified) | 11%[10.9 µM] | ? | 15% | 3%
COc1ccccc1C(c1nnnn1Cc1ccccc1)N1CCN(c2nc3ccccc3s2)CC1 (stereo unspecified) | -14% | 1.5% | 0% | 5%
O=C(Nc1nc2ccc(Cl)cc2s1)c1cc(=O)c2ccccc2o1 | -18%[10.9 µM] | 3.8% | ? | -19%
Cc1cc(C)nc(-n2nc(C)cc2NC(=O)c2ccc3c(c2)OCO3)n1 | 13% | -0.7% | -4% | -6%
CCCC(C)C(=O)Nc1ccc(Cl)cn1 (stereo unspecified) | ? | 0.8% | 2% | -3%
COc1ccc(NCc2cc3cc4c(cc3n(CC(=O)Nc3ccc(F)cc3F)c2=O)OCO4)cc1 | 4%[10.9 µM] | ? | 36%[activator] | 8%
CN(C)c1ccc(CN(Cc2ccco2)C(=O)COc2ccc(F)cc2)cc1 | -14%[10.9 µM] | ? | -24% | 14%
O=C(COc1ccc(F)cc1)N1CCC(c2ccccc2)C1 (stereo unspecified) | · | · | -5% | 1%
C=Cn1nc(C)c2ccccc2c1=O | -1% | -2.4% | -3% | 4%
CCOc1ccccc1C(=O)Nc1c(C(=O)Nc2ccc(F)cc2)oc2ccccc12 | -25%[10.9 µM] | 4.1% | -6% | 24%
O=C(CSc1ncn[nH]1)c1ccc2c(c1)OCCO2 | -65%[inhibitor] | 0.4% | -2% | -15%
Cc1ccc(OCC(=O)n2cnnc2N)c(C)c1 | -15% | -1.5% | -6% | -16%
CC(O)c1cccc(NC2=CC(=O)CC(C)(C)C2)c1 (stereo unspecified) | 3% | 0.3% | 8% | 1%
CCc1nnc(NC(=O)CSc2nnc(Cc3ccccc3)n2Cc2ccccc2)s1 | -6% | 0.3% | 3% | 6%
Cn1ncc2c(N3CCN(c4cccc(Cl)c4)CC3)ncnc21 | -12%[10.9 µM] | -2.5% | -23% | 0%
CC(C)(C)c1ccc(OCC(=O)NCC2(N3CCOCC3)CCCCC2)cc1 | -11%[10.9 µM] | ? | 16µM* | ?
COc1ccc(-n2c(SCC(=O)Nc3ccc4c(c3)OCO4)nc3ccccc3c2=O)cc1 | -8% | -1.6% | 11% | 5%
COc1ccc(C(=O)N2CCC[C@@]3(CCN(Cc4cc(C(F)(F)F)cc(C(F)(F)F)c4)C3)C2)cc1 | · | 2.4%[11.4 µM] | -19% | -2%
Cc1nc(C)c(-c2ccc(SCC(=O)Nc3ccc(Br)cc3)nn2)s1 | -8%[10.9 µM] | ? | ? | -5%
O=C(CN1C(=O)C2C3C=CC(C3)C2C1=O)N1CC(=O)N(CCc2ccccc2)C(=O)C1 (stereo unspecified) | 5% | 0.6% | -1% | 4%
O=C(O)C1C2C=CC(C2)C1C(=O)NCCc1ccncc1 (stereo unspecified) | 14% | 1.1% | 0% | 5%
O=C(O)CCN1C(=O)C(=C2CCCCCC2)SC1=S | -11% | ? | -11% | 19%
COc1cc(NC(=O)c2ccco2)c(OC)cc1NC(=O)CCC(=O)Nc1cc(C)ccc1C | -3% | 0.8% | -1% | 4%
Cc1ccc(-c2nnc(N3CCOCC3)c3ccccc23)cc1S(=O)(=O)NCC1CCCO1 (stereo unspecified) | -11% | -1.0% | 16% | 4%
COc1ccc(-c2nc3ccccc3c(=O)n2CCCN2CCOCC2)cc1 | -11% | -0.2% | -2% | -3%
CS(=O)(=O)Nc1ccccc1C(=O)Nc1ccccc1Cl | · | · | 13% | -10%
COc1ccc(OC)c(NC(=O)CSc2nnc(CNc3ccc(F)cc3)o2)c1 | -2% | 8.6% | 3% | -6%
Cn1c2ccccc2c2cnn(CC(=O)NCCCN3CCCCC3)c(=O)c21 | -13%[10.9 µM] | 0.1% | -9% | -2%
Cc1nc(-c2ccc(F)cc2)sc1CCNC(=O)c1ccccc1 | -11%[10.9 µM] | 2.5% | 1% | 7%
CCOC(=O)CNC(=O)CSc1nnc(Cn2c(=O)sc3ccccc32)n1C | -8% | 0.9% | 21% | -5%
N#Cc1nc(COc2ccc(F)cc2)oc1N1CCN(Cc2ccccc2)CC1 | -22% | 2.2% | 0% | -2%
O=c1c2cnn(-c3ccccc3)c2ncn1Cc1ccccc1 | 6% | 1.5% | 6% | -7%
Cc1ccc(Cn2ccc(NC(=O)c3cc(-c4cccc(Cl)c4)on3)n2)cc1 | -37%[inhibitor] | 4.2% | -22% | -14%
CCCCCCOc1ccc(N2C(=O)CC(N3CCC(C(=O)OCC)CC3)C2=O)cc1 (stereo unspecified) | · | · | -11% | -7%
NCCNC[C@H](O)CO | -9%[10.9 µM] | 1.8%[11.4 µM] | 7%[9.22 µM] | 5%[9.22 µM]
C=CCn1cnc2c(c1=O)c1nc3ccccc3nc1n2-c1ccccc1 | 4% | 0.8% | 4% | -1%
COc1ccc(-c2ccc(OC)cc2C(=O)O)cc1 | 0% | 3.1% | 12% | -1%
CCNc1nc(N2CCOCC2)nc(N(c2ccccc2)c2ccccc2)n1 | 7% | -0.9% | 4% | 2%
Cc1ccc(-n2cc(C(=O)Oc3ccc(F)cc3)c3ccccc3c2=O)cc1 | 5%[10.9 µM] | ? | -24% | -8%
CC(=O)Nc1c(C(=O)N2CCCCCC2)cnn1-c1ccccc1Cl | · | · | 10% | -20%
O=C(Nc1ccccc1)c1ccccc1OCC(O)CN1C(=O)c2ccccc2S1(=O)=O (stereo unspecified) | -20% | ? | 1% | 5%
O=C1Nc2ccccc2SC(c2ccccc2)C1O (stereo unspecified) | -6% | -1.6% | -3% | 8%
COCCCNC(=O)Cn1nnc(-c2ccc(NC(=O)c3ccccc3OC)cc2)n1 | -8% | 2.9% | -8% | -11%
Cc1ccc(S(=O)(=O)N2CCOCC2)cc1C(=O)NCc1ccc(F)cc1 | -5% | 0.8% | 3% | 7%
Cc1ccccc1NC(=O)CN(c1ccc(Cl)cc1Cl)S(=O)(=O)c1ccccc1 | -8%[10.9 µM] | ? | 14% | 4%
CCS(=O)(=O)N1CCN(S(=O)(=O)c2ccc(F)cc2)CC1 | 4% | 3.0% | 5% | -1%
CC1(C)Cn2c(nnc2-c2cccc(O)c2)S1 | -8% | 8.8% | 0% | 2%
Cc1ccc(NC(=O)CSc2nc3c([nH]c4ccccc43)c(=O)n2-c2ccccc2)c(C)c1 | -9%[10.9 µM] | ? | ? | 0%
CN(C(=O)Cn1nc(Cc2cccnc2)c2ccccc2c1=O)c1cccc(C(F)(F)F)c1 | -11%[10.9 µM] | -1.5% | -8% | 5%
CCc1nn2c(=O)cc(COc3ccc(/C=C(\C#N)C(=O)Nc4ccc(F)cc4)cc3OC)nc2s1 | -5%[10.9 µM] | -0.7% | 14% | -6%
CC(=O)Nc1ccc(NC(=O)CN2CCCC(C)C2)c(Cl)c1 (stereo unspecified) | -9% | 0.6% | -8% | -7%
Cc1ccc(-n2ncc(C(=O)NCCCN3CCN(C)CC3)c2C2CCN(C(=O)OC(C)(C)C)CC2)cc1 | 13%[10.9 µM] | -2.0% | 14% | -1%
CCCc1nc2ccccc2c(C(=O)OCc2nnc(-c3cc(OC)c(OC)c(OC)c3)o2)c1CC | -26% | 6.2% | 5% | -3%
CC(C)=CCC1=C(O)c2ccccc2C(=O)C1=O | -26% | · | ? | -22%
O=C(O)C(Cc1ccccc1)n1cnnn1 (stereo unspecified) | -5% | 0.4% | 1% | 2%
O=C(O)CCCC(=O)NCCCc1ccccc1 | -6% | 0.8% | 6% | 5%
O=C(Nc1ccccc1Br)c1cc(CN2CCCC2)on1 | -15%[10.9 µM] | -0.7% | -17% | -10%
COc1ccc(S(=O)(=O)Nc2ccccc2OC)cc1C | -11% | -0.9% | 1% | 4%
COCCCN1C(=O)c2[nH]nc(-c3ccccc3O)c2C1c1ccc(OCc2ccccc2)cc1 (stereo unspecified) | -8%[10.9 µM] | ? | 13µM* | 25%
CCCNC(=O)CN(c1ccccc1)S(=O)(=O)c1ccc(OC)c(OC)c1 | · | · | 15% | -10%

Continued.
structure | Peg3 imprint | IkB sig inh | p53ts 39C kill | p53ts 32C kill
COc1cc(NS(=O)(=O)c2cc(C)ccc2OC)c(OC)cc1Cl | -17% | -0.1% | 8% | 9%
Cc1ccc(C)c(Cn2c(=O)n(CCCCC(=O)NCc3ccccc3Cl)c(=O)c3ccccc32)c1 | 10%[10.9 µM] | 2.6% | 25µM* | 3%
Cc1c(Cl)cccc1NC(=O)Cn1c(CCC(=O)O)ccc1-c1cccs1 | -10%[10.9 µM] | ? | -10% | 5%
CC(=O)c1c(C)nn(C(C)CC(=O)O)c1C (stereo unspecified) | 21% | 4.1% | -4% | 3%
COc1ccc(C2C(C(=O)N3CCN(c4ccc(OC)cc4)CC3)c3ccccc3C(=O)N2C)cc1 (stereo unspecified) | -15% | -0.9% | -4% | 7%
Cc1cc(C)c(C#N)c(SCC(=O)c2cccs2)n1 | -11% | ? | -5% | -10%
COc1ccc(CCNC(=O)C(=O)NCC(c2ccco2)S(=O)(=O)c2cccs2)cc1OC (stereo unspecified) | 24%[10.9 µM] | -0.9% | -5% | 12%
Cc1cc2oc(C(=O)Nc3c(C)n(C)n(-c4ccccc4)c3=O)c(C)c2cc1C | -2% | 0.3% | 15% | -11%
NS(=O)(=O)c1ccc(N=C2C(=O)Nc3ccccc32)cc1 | -2%[10.9 µM] | 1.9%[11.4 µM] | -1%[9.22 µM] | -4%[9.22 µM]
CCOC(=O)c1cnn(-c2cc(C)nc3c(-c4ccccc4)cnn23)c1N | -14% | -1.3% | 6% | -3%
CCOc1ccc(C2c3cc(OCC)c(OCC)cc3CC(=O)N2c2ccc(C(=O)O)cc2)cc1OCC (stereo unspecified) | -9%[10.9 µM] | ? | 14% | 4%
Cc1occc1C(=O)Nc1ccc(S(=O)(=O)N2CCN(C)CC2)cc1 | -28% | -0.3% | 2% | 7%
CCCCN1CC(c2nc3ccccc3n2CCCCOc2ccc(C)cc2C)CC1=O (stereo unspecified) | -10%[10.9 µM] | 0.5% | -24% | -14%
CC(C)CC1(C)NC(=O)NC1=O (stereo unspecified) | -4% | 0.3% | 0% | 0%
COc1ccc(S(=O)(=O)Cc2ccc(C(=O)NCc3ccccn3)o2)cc1 | -5% | 0.1% | 8% | -3%

In the list so far, these contain a thiophene ring, fused or not:
structure | Peg3 imprint | IkB sig inh | p53ts 39C kill | p53ts 32C kill
CCOc1ccc(NC(=O)c2c(NC(=O)c3ccco3)sc3c2CCC(C(C)(C)C)C3)cc1 (stereo unspecified) | 11%[10.9 µM] | ? | 15% | 3%
Cc1c(Cl)cccc1NC(=O)Cn1c(CCC(=O)O)ccc1-c1cccs1 | -10%[10.9 µM] | ? | -10% | 5%
Cc1cc(C)c(C#N)c(SCC(=O)c2cccs2)n1 | -11% | ? | -5% | -10%
COc1ccc(CCNC(=O)C(=O)NCC(c2ccco2)S(=O)(=O)c2cccs2)cc1OC (stereo unspecified) | 24%[10.9 µM] | -0.9% | -5% | 12%

The list goes on:
structure | Peg3 imprint | IkB sig inh | p53ts 39C kill | p53ts 32C kill
OCCc1ccc(-c2ccc(Cl)cc2)o1 | 3% | -1.0% | 7% | 5%
Cc1cc(C)c2nc(N3CCCN(C(=O)c4ccco4)CC3)c(C#N)cc2c1 | -21% | 2.6% | -13% | -11%
COc1ccc(Cl)cc1C(=O)Nn1c(C)nc2ccccc2c1=O | -6% | -1.0% | -5% | -9%
CSc1cccc(NC(=O)c2ccc3c(c2)CCCN3S(C)(=O)=O)c1 | -4%[10.9 µM] | ? | ? | 13µM*
Cc1cccc(NC(=O)CCN2CCN(c3ccccc3F)CC2)c1 | -13%[10.9 µM] | 5.0% | 17% | -3%
Cc1onc(-c2ccccc2Cl)c1C(=O)NCCCN1CCOCC1 | -5% | -0.3% | -6% | 11%
CCc1cccc2nc3c(c([Si](CC)(CC)CC)c12)Cn1c-3cccc1=O | -30% | · | ? | ?

Source: PubChem
